Source: PubChem (National Center for Advancing Translational Sciences (NCATS))
FBPA coupling cs: inhibits coupling enzyme system, counter-screen for aldolase hits; activity change, negative = inhibition, % at 58.2 µM, hits read low; AID 2472; 290,000 tested, 0.67% active; coupling enzyme system counterscreen, AmpLite Red fluorescence; in the data active = activity change below about -30%; note: % is set by controls: 0 for no effect and ±100 for the full control effect
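First, compound is pin-transferred into glyceraldehyde-3-phosphate coupling-enzyme reagent at 57.5 uM final and held 10 min at RT. Next, substrate, coupling system and AmpLite Red are added. After 20 min RT, fluorescence (525/598 nm) is read.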
KCNH2 WT inh: KCNH2 (human, wildtype) channel inhibition; Q12809; U2OS, BacMam KCNH2, thallium flux FluxOr; stronger effect = lower value; activity change, % at 1.84 µM; 340,000 tested, 0.37% active; AID 720551;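 active = maximum activity change below -70%; inconclusive = maximum activity change between -70% and -50%; inactive = maximum activity change above -50%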; note: % is set by controls: 0 for no effect and ±100 for the full control effect
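U2OS cells transduced with wild-type KCNH2 virus are loaded with FluxOr dye for 45 min, and thallium flux is measured in kinetic reads before and after stimulation buffer. Rate constants are normalized to DMSO controls.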
Tb PFK block: blocks T. brucei phosphofructokinase. 330,000 tested, 0.17% active. Potency, µM (series often up to 57.5 µM), for inactives: at the highest dose activity, negative = inhibition, hits mostly inhibitors. T. brucei PFK, ADP-Glo luminescence;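 note: potency is the fitted concentration of half-maximal effect; 0% = uninhibited 1x PFK enzyme wells and -100% = no-enzyme wells; nearly all actives have a fitted effect of over 60% in size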
Target sequence (O15648 whole entry, looked up): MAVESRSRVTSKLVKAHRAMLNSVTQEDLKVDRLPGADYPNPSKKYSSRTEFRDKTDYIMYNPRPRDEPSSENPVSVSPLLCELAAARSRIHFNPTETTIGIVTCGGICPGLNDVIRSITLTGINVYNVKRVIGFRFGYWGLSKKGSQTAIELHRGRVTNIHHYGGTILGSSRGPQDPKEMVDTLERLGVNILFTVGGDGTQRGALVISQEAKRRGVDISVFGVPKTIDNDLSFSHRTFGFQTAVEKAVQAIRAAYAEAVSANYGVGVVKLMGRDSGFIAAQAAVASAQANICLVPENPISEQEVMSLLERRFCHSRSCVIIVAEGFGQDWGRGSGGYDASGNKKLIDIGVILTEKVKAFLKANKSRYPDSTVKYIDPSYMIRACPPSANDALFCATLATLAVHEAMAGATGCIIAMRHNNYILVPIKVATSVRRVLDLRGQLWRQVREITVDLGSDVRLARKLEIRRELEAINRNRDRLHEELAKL
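PFK 1.25 nM, F6P 0.5 mM, ATP 0.1 mM, 0.1 M TEA pH 8.0, 5 mM MgCl2, 0.01% Tween20, 0.1% BSA; 45 min RT. ADP-Glo readout. qHTS titration up to 57 uM; curves fitted, compounds curve-classed.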
BCR signal inh: chronic active BCR signaling inhibition. Potency, µM (doses to about 46.1 µM), without a hit: at the top dose ratio change, negative = lower green/red ratio, actives largely listed as inhibitors. 340,000 tested, 0.05% active. ABC-DLBCL IkBa-CBG/CBR reporter, luminescence ratio, 4 h; active = well fitted inhibition curve with a large enough effect in the signal ratio, with a control signal flat, not every such curve was filed as active; inconclusive = small, poorly fitted or top-dose-only effect, or effect the other way, or a change in a side signal; the % refers to the signal ratio;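 note: potency is the fitted concentration of half-maximal effect; plate controls were basal doxycycline-induced cells for no effect and cells given 10 µM MG132 for full effect; MG132 reads +100%, hits lower the ratio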
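TMD8 ABC-DLBCL cells carrying doxycycline-inducible green luciferase fused to IkappaBalpha plus unfused red luciferase were exposed to compounds (up to 46 uM) for 4 hrs at 37C. Activity came from the overlap-corrected green/red luminescence ratio.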
TSHR antagonist: antagonists of human thyroid stimulating hormone receptor; P16473; TSHR-expressing cells, TSH-stimulated cAMP HTRF, 2 h; stronger effect = lower value; activity change, negative = inhibition, % at 11.5 µM; 330,000 tested, 0.2% active;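 active = activity change below a set negative limit, meaning inhibition stronger than a set level, cut at about -70% in these data; inconclusive = activity change between two set negative limits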; note: % is set by controls: 0 for no effect and ±100 for the full control effect
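Antagonism was scored as loss of TSH-driven cAMP in TSHR cells, stimulated with 4nM TSH (EC80) for 2 hours at 37 deg C and detected by homogeneous HTRF competition immunoassay.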
CXXC DNA block: blocks binding of human MLL CXXC domain to DNA | AID 2662 | Q03164 | MLL-CXXC / FITC-HOXA9 DNA fluorescence polarization | Potency, µM (top dose mostly 115 µM), for the others: top-dose activity change, negative = inhibition, most hits filed as inhibitors | 290,000 tested, 0.037% active; active = well fitted inhibition curve with a large enough effect in the polarisation, with a control signal flat, not every such curve was filed as active; inconclusive = small, poorly fitted or top-dose-only effect, or effect the other way, or a change in a side signal; inactive = no such curve, though single readings can be large or run the other way; the % refers to the polarisation; note: potency is the fitted concentration of half-maximal effect
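Fluorescence polarization: 7 uM MLL-CXXC (stock) preincubated 5 min with compounds, then 50 nM fluorescein-HOX-A9 DNA (stock) added; 30 min ambient. Buffer 50 mM Tris-HCl pH 7.5, 50 mM NaCl, 1 mM DTT, 0.05% BSA.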
GALK inhibitor: inhibitors of human galactokinase; Purified GALK, Kinase-Glo residual ATP luminescence; 270,000 tested, 0.007% active; Potency, µM (top dose mostly 57.5 µM), without a hit: at the highest dose activity change, negative = inhibition, usual class: inhibitors; AID 1868; note: potency is the fitted concentration of half-maximal effect; % is set by controls: 0 for no effect and ±100 for the full control effect
Target sequence (P51570 whole entry, looked up): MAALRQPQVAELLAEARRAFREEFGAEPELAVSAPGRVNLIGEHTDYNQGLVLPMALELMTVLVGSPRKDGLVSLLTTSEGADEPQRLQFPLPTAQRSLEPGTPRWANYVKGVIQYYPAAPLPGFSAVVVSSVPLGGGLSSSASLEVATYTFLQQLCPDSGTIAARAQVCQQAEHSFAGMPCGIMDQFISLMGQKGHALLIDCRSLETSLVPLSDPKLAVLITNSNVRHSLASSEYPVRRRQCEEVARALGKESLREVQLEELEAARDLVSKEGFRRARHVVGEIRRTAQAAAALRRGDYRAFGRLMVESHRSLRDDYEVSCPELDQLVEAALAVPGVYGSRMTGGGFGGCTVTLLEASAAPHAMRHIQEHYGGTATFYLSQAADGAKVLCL
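ATP-depletion format; final 35 uM ATP, 100 uM D-galactose, 5 nM enzyme; pH 8.0 HEPES/Mg2+ buffer; 60 min RT; luminescence read 10 min after detection reagent.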
Giardia kill: Giardia lamblia killing; Giardia lamblia trophozoite viability; activity change, % at 7.66 µM, hits read low; 340,000 tested, 0.15% active; in the data active = activity change below about -80%; inconclusive = between about -30% and that limit;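 note: parasites exposed to compound for two days anaerobically before the ATP read; % is set by controls: 0 for no effect and ±100 for the full control effect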
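Luminescence from cellular ATP indicates surviving trophozoites (100 cells/well) following 48 hrs anaerobic compound treatment at 37 deg C; signal develops 15-30 min at room temperature.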
TCR activator: activates T cell receptor signaling; primary human leukocytes, anti-CD3, IL-2 HTRF, 48 h; Potency, µM (titrated, usually from 9.22 µM), for inactives: at the top dose activation of IL-2 secretion, actives largely listed as activators; 330,000 tested, under 10 active; AID 504894; note: % of control where 0% means no effect
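IL-2 produced over 48 hr by a-CD3 bead-stimulated primary human leukocytes exposed to compounds was detected with a homogeneous time-resolved FRET immunoassay, 665nm acceptor signal after 320nm excitation.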
AT treatment: potential ataxia-telangiectasia treatments restoring KAP-1 phosphorylation. […] A-T fibroblasts, KAP-1 phosphorylation AlphaLISA; neocarzinostatin DNA damage 30 min before lysis. Potency, µM (doses to about 57.5 µM), inactives show at the top dose activation, usual class: activators. 320,000 tested, 0.19% active; note: potency is the fitted concentration of half-maximal effect; % of control where 0% means no effect; nearly all actives have a fitted effect of over 45% in size
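ATM-like activity read as KAP-1 phosphorylation via AlphaLISA donor/acceptor antibody pairs after lysis and 6 hr at 25C. Cells were ATM-null patient fibroblasts ([…], hTERT), dosed 60 min, then exposed to the DSB inducer NCS for 30 min.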
Starred values were filed as active, the others as inactive; u = inconclusive; x = no result given; [ ] = another dose, or the depositor's remark. Unless noted, calls come from the whole dose curve; as a rule, active = well fitted curve in the direction sought with a large enough effect; inconclusive = small, poorly fitted or top-dose-only effect, or another doubt; inactive = no such curve, though single readings can be large; an effect the other way counts as inactive or inconclusive.

SMILES	FBPA coupling cs	KCNH2 WT inh	Tb PFK block	BCR signal inh	TSHR antagonist	CXXC DNA block	GALK inhibitor	Giardia kill	TCR activator	AT treatment
COc1ccc(NC(=O)C(c2ccc(C)cc2)N(C)C(=O)c2ccc(=O)[nH]c2)cc1 (stereo not given)	2.7	-0.1	-3.8%	0.3%	8.7	-10.0%	1.2%	17.2	2.9%[46.1 µM]	4.8%
C=CC(=O)Nc1sc2c(c1C(N)=O)CCCC2	x	-3.7	-0.3%	u	-9.6	x	x	-0.5	1.2%	4.5%
CCN(CC)S(=O)(=O)c1ccc(Cl)c(C(=O)NCc2ccco2)c1	3.9	-13.6	-2.2%	2.9%	7.1	11.0%	-1.0%	7.3	-3.6%	3.8%
O=C(CN1CCN(c2ccccn2)CC1)Nc1ccc(F)cc1F	0.4	-0.6	3.2%	u	16.4	-0.5%	x	-10.8	-1.1%	2.9%
COc1cc(NC(=O)c2cc(C(C)C)on2)cc(OC)c1OC	0.2	-9.7	5.5%	u	1.9	1.2%	2.0%	-3.6	-6.4%	-0.7%
C=CCC(Nc1ccccc1)c1ccc(OC)c(OC)c1 (stereo not given)	1.6	x	-1.9%	-15.6%	3.9	-4.5%	2.4%	x	x	-9.5%
Nc1nonc1-n1nnc(C(=O)N/N=C/c2ccccc2Cl)c1-c1ccc2c(c1)OCO2	x	-2.3	-1.8%	-0.4%	-5.8	11.6%	4.8%	21.4	1.9%	-15.2%
COc1ccccc1NC(=O)c1cccc(NC(=O)c2ccco2)c1	1.9	4.0	16.3%	-8.9%	-1.0	-3.7%	-2.0%	0.1	2.5%	7.7%
COc1ccccc1CNC(=O)COc1ccc([N+](=O)[O-])cc1	1.5	12.2	-21.8%	-13.7%	4.9	-14.1%	2.6%	-8.4	8.1%	-0.6%
COc1ccccc1/C=C/C=N/NC(=O)CCn1cnc2ccccc21	3.1	3.1	-13.6%	u	3.5	-2.3%	4.6%	7.7	-1.8%	-13.6%
CCOC(=O)c1cc(C#N)c(N)nc1C	3.1	-4.5	-2.1%	-1.8%	6.5	5.4%	5.0%	7.9	x	-3.7%
CCOC(=O)C1CCN(CC(O)COC(CC)c2ccccc2)CC1 (stereo not given)	0.9	18.4	-0.7%	-1.7%	10.3	11.9%	6.8%	8.5	-3.9%	7.2%
Cc1ccccc1NC(=O)CN1CCc2ccccc2C1	-0.3	7.6	-0.3%	-0.3%	-8.7	0.2%	4.8%	-6.3	7.3%	2.2%
COc1cccc(C2=NOC(C(=O)NC3CCCCC3)C2)c1 (stereo not given)	-16.2	-18.1	3.9%	6.2%	14.6	-2.9%	-2.1%	-6.7	5.3%	19.0%
CCC(CC)C(=O)Nc1ccncc1	2.9	x	0.9%	2.5%	-1.9	-3.1%	3.6%	x	x	3.6%
Cn1c(=O)c2c(nc(N3CCCCCC3)n2Cc2cccc3ccccc23)n(C)c1=O	3.9	8.6	1.9%	-1.4%	-9.0	-3.7%	0.8%	15.4	-19.0%	1.5%
CC(=O)c1ccc(S(=O)(=O)N2CCN(CC(=O)Nc3ccccc3C(=O)NC3CC3)CC2)cc1	x	-1.9	2.0%	-1.1%	3.6	x	x	-0.2	1.4%	-6.6%
CC(=O)Oc1ccccc1C(=O)N1CCN(S(=O)(=O)c2ccc3ccccc3c2)CC1	1.4	-5.1	-2.3%	-3.1%	-2.5	u	-4.6%	-14.0	-7.8%	-8.8%
COc1ccc(CCNC(=O)CC2SC(=NCCc3ccccc3)NC2=O)cc1 (stereo not given)	5.0	-4.7	-1.5%	-1.8%	1.6	5.0%	-0.1%	-10.6	-7.0%[46.1 µM]	6.2%
N#Cc1cn(-c2ccccc2)nc1-c1ccccc1	1.8	-3.6	-4.0%	u	2.6	0.0%	-0.7%	11.2	9.1%	1.3%

Full records, looked up by structure. Order of screens: FBPA coupling cs, KCNH2 WT inh, Tb PFK block, BCR signal inh, TSHR antagonist, CXXC DNA block, GALK inhibitor, Giardia kill, TCR activator, AT treatment
CCC(CC)C(=O)Nc1ccncc1 is listed with 2.9, x, 0.9%, 2.5%, -1.9, -3.1%, 3.6%, x, x, 3.6%
CCOC(=O)c1cc(C#N)c(N)nc1C is listed with 3.1, -4.5, -2.1%, -1.8%, 6.5, 5.4%, 5.0%, 7.9, x, -3.7%

(listing goes on)
SMILES	FBPA coupling cs	KCNH2 WT inh	Tb PFK block	BCR signal inh	TSHR antagonist	CXXC DNA block	GALK inhibitor	Giardia kill	TCR activator	AT treatment
Cc1ccccc1-n1c(SCC(=O)NC2CCS(=O)(=O)C2)nc2ccccc2c1=O (stereo not given)	x	13.6	-14.4%	-6.5%	18.3	x	x	23.0	-0.4%	10.6%
CCOC(=O)N1CCC(NC(=O)CCC(=O)N2CC(C)Oc3ccc(C)cc32)CC1 (stereo not given)	2.3	-18.3	6.8%	5.1%	-2.0	-1.0%	-2.5%	2.0	-0.1%	2.9%
CN(C)S(=O)(=O)c1ccc(N2CCCC2)c(C(=O)NCc2ccccc2)c1	1.5	-13.3	5.0%	17.0%	2.0	-3.8%	-0.8%	-1.2	-5.1%	0.4%
CNc1c(NC(=O)COc2ccc(Cl)cc2)c(=O)oc2ccccc12	1.7	12.4	-4.9%	u	-1.4	0.2%	-1.3%	-5.8	10.8%	0.2%
COc1ccc(OC)c(S(=O)(=O)N2CCC(C(=O)N3CCc4ccccc4C3)CC2)c1	-3.2	9.2	-3.2%	0.8%	-6.7	-2.1%	-2.4%	-10.4	0.3%	1.7%
CC(C)C[C@H](NC(=O)N1c2ccccc2NC(=O)[C@@H]1C(C)C)C(=O)N[C@@H](Cc1ccccc1)C(=O)O	1.0	-4.3	3.2%	-6.7%	-0.3	-1.1%	x	12.2	-4.3%	21.7%
CSc1ccc(C(=O)C2CCCN(C(=O)c3csc(C(C)=O)c3)C2)cc1 (stereo not given)	2.3	-2.5	-4.7%	12.8%	-6.1	-0.3%	0.5%	7.7	5.9%	4.8%
COCCNC(=O)CN1N=C(c2ccc(C)cc2)CCC1=O	0.0	3.8	1.0%	1.1%	8.5	41.8%[activator]	x	1.3	1.1%	-1.5%
CCc1ccc(N/C(N)=N/c2nc(CSc3ccccn3)cc(=O)[nH]2)cc1	-1.9	-26.9	0.0%	-1.2%	-4.9	u	6.3%	9.2	4.7%	5.2%
Cc1ccccc1C(=O)Nc1ccc(C(=O)NNC(=O)CCCOc2ccc(Cl)cc2Cl)cc1	1.0	1.6	-1.8%	-9.7%	-3.7	101.2%[activator]	x	7.5	x	-4.8%
Cn1c(SCC(=O)OC2CCCCC2)nnc1-c1ccc2c(c1)OCO2	-0.6	-6.3	0.8%	-0.2%	-1.8	6.6%	8.3%	3.6	x	6.6%
C=CCN(CC=C)Cc1cc(=O)n2c(-c3ccccc3)csc2n1	0.4	-2.4	1.1%	-1.0%	2.6	1.1%	-0.8%	0.3	-2.3%	8.2%
CCN1CCN(c2ccc(S(=O)(=O)N3CCOCC3)cc2NC(=O)c2ccc(Cl)cc2Cl)CC1	x	4.9	-2.6%	1.5%	4.6	x	x	11.6	0.6%	1.5%
c1ccc(CSc2ccc3nnc(-c4ccccn4)n3n2)cc1	1.0	-3.1	0.8%	4.0%	-11.1	0.6%	13.5%	11.6	x	-3.4%
Cn1c(N)c(C(=O)COC(=O)/C=C/c2ccc(Cl)cc2Cl)c(=O)n(C)c1=O	x	-1.2	-2.9%	3.7%	-9.1	x	x	-16.0	2.6%[46.1 µM]	-11.6%
COc1ccc(S(=O)(=O)N2CCN(C)CC2)cc1NC(=O)c1ccccc1	0.1	13.4	-2.3%	3.6%	7.5	-3.7%	-1.8%	-2.1	5.9%	-1.6%
Cc1cc(NC(=O)CSc2nc(=O)n3cccc(C)c3n2)no1	x	5.0	-1.4%	-6.6%	-8.6	x	x	-25.8	1.8%	-0.9%
CCOC(=O)Cc1csc(NC(=O)C2CCCN(S(=O)(=O)c3cnc[nH]3)C2)n1 (stereo not given)	9.8	20.9	0.7%	u	6.2	1.2%	3.3%	19.7	2.3%	3.6%
COc1ccc(NC(=O)Cn2c(C)cc(=O)c3ccccc32)cc1	1.5	x	-1.8%	-5.1%	-9.3	14.2%	x	3.9	1.4%	-7.3%
C1CC1Cc1noc(CN2CCN(C3C4CC5CC(C4)CC3C5)CC2)n1 (stereo not given)	1.3	-14.8	1.9%	-2.6%	-3.2	3.9%	2.7%	-11.9	-5.6%	-1.2%[11.5 µM]
CN(C)S(=O)(=O)c1ccc(Cl)c(NC(=O)CSc2nnnn2-c2ccc(O)cc2)c1	11.0	-13.4	-21.4%	u	9.4	-16.4%	7.5%	16.5	0.6%	5.0%
Cc1ccc(Nc2nnc(SC3CCOC3=O)s2)cc1 (stereo not given)	-4.7	-0.6	-4.1%	u	-4.9	3.4%	-0.4%	3.2	-2.0%[46.1 µM]	2.7%
